# OTUD3 inh – inhibitors of human OTUD3 deubiquitinase. actives 0.7% (n = 47,000). AID 1645858, 2021. inhibition, % at 25 µM. purified OTUD3, Ub-rhodamine fluorescence, 2 h
# USP7 inh – inhibitors of human USP7 deubiquitinase; Ubiquitin carboxyl-terminal hydrolase 7 (Homo sapiens), Q93009; purified USP7, Ub-rhodamine cleavage fluorescence; inhibition, % at 20 µM; actives 0.3% (n = 47,000); AID 1645854, 2021
# USP30 inh – inhibitors of human USP30 deubiquitinase | Ubiquitin carboxyl-terminal hydrolase 30 (Homo sapiens), Q70CQ3 | purified USP30, Ub-rhodamine cleavage fluorescence | inhibition, % at 25 µM | actives 5.3% (n = 47,000) | AID 1645860, 2021
# USP28 inh – inhibitors of human USP28 deubiquitinase; purified USP28, Ub-rhodamine cleavage fluorescence, 30 min; inhibition, % at 25 µM; actives 3% (n = 47,000)
# USP10 inh – inhibitors of human USP10 deubiquitinase; purified USP10, Ub-rhodamine fluorescence, 60 min; inhibition, % at 20 µM; actives 1.1% (n = 47,000)
# USP17 inh – inhibitors of human USP17 deubiquitinase | inhibition, % at 50 µM | Ubiquitin carboxyl-terminal hydrolase 17-like protein 5 (Homo sapiens), A8MUK1 | actives 6.5% (n = 47,000) | purified USP17, Ub-rhodamine cleavage fluorescence, 3 h
# UCHL1 inh – inhibitors of human UCHL1 deubiquitinase. purified UCHL1, Ub-rhodamine cleavage fluorescence. Ubiquitin carboxyl-terminal hydrolase isozyme L1 (Homo sapiens), P09936. inhibition, % at 20 µM. actives 0.2% (n = 47,000)
# USP8 inh – inhibitors of human USP8 deubiquitinase; inhibition, % at 20 µM; Ubiquitin carboxyl-terminal hydrolase 8 (Homo sapiens), P40818; purified USP8, Ub-rhodamine cleavage fluorescence, 30 min; AID 1645853, 2021; actives 4.2% (n = 47,000)
# Target sequence (P40818 whole entry, looked up): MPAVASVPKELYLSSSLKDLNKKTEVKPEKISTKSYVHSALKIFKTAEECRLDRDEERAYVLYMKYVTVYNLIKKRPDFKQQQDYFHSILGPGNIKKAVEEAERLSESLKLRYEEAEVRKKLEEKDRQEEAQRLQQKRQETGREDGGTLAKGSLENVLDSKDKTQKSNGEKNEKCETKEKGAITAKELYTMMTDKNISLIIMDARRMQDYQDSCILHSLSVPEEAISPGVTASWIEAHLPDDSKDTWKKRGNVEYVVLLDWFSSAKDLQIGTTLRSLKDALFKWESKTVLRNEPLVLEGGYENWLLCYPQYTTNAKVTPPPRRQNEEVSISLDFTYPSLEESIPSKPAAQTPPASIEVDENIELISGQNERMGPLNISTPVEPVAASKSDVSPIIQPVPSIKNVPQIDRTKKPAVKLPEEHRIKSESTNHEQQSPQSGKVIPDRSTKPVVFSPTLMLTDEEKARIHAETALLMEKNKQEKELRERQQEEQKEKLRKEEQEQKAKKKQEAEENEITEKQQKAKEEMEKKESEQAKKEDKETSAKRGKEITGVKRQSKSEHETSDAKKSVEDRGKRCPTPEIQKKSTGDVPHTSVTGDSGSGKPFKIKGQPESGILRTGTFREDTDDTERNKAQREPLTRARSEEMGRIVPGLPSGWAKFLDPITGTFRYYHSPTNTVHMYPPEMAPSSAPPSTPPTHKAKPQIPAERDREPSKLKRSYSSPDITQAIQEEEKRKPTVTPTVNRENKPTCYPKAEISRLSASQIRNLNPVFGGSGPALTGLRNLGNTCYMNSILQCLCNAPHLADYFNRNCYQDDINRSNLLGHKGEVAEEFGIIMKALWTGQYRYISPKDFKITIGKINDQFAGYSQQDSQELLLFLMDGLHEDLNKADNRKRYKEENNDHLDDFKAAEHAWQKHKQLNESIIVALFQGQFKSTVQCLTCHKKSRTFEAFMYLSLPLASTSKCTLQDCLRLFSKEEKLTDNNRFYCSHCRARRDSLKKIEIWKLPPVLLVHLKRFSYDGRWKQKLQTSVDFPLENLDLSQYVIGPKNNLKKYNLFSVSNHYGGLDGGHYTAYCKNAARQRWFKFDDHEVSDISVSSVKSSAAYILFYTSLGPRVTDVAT
# Numbers without * were called inactive; i = inactive; · = not tested or not shown. Rule as the data show it: active = inhibition above about 30%; inactive = the rest.
SMILES,OTUD3 inh,USP7 inh,USP30 inh,USP28 inh,USP10 inh,USP17 inh,UCHL1 inh,USP8 inh
CCN1CCN(c2ncc(-c3cc(=O)[nH]c(N4CCc5ccccc54)n3)c(C)n2)CC1,0.2,0.9,-6.3,-7.3,5.3,-7.5,-0.5,-2.4
CCOC(=O)c1cnc2cc(-c3ccco3)[nH]n2c1=O,0.0,-3.0,-63.6,-11.0,1.7,-28.7,1.7,1.7
Cn1c(N2CCN(C(=O)c3ccc(F)cc3)CC2)cc(=O)n(C)c1=O,-0.5,-1.6,-3.2,-10.3,-3.6,-1.8,-2.1,-1.3
Cc1cc(C)cc(NC(=O)Cn2cnc(S(=O)(=O)N3CCCC3)c2)c1,-3.4,-0.5,1.2,3.6,4.0,-5.0,-1.8,-3.0
Cc1ccccc1OCC(=O)NC1CC(=O)N(C2CC2)C1 (stereo not drawn),0.3,3.4,-0.4,-4.6,2.5,-7.5,-1.2,1.9
Cc1ccc(NC(=O)N2CCC(c3nc4cccnc4n3C)C2)cc1C (stereo not drawn),-9.4,0.2,-25.6,-2.1,0.5,-8.0,-2.2,5.2
O=C(Cn1cnc2ccccc21)N1CCc2ccccc21,-15.5,3.3,-7.6,5.0,-0.1,33.8*,2.2,0.9
CC(=O)c1ccc(NS(=O)(=O)c2c(C)nc3sccn3c2=O)cc1,-8.5,0.5,-0.3,-7.8,1.2,-6.4,-1.9,-2.1
CCc1ccc(NC(=O)C(C)OC(=O)c2ccc(OC)c(S(=O)(=O)Nc3cc(Cl)c(OC)cc3OC)c2)cc1 (stereo not drawn),-2.3,8.0,-2.5,1.5,-5.4,·,3.6,1.0
CC(Oc1ccc(F)cc1)C(=O)N1CCN(CCc2ccccn2)CC1 (stereo not drawn),-3.5,1.4,5.0,0.0,0.5,7.6,-0.4,10.8
CCc1nc2ccc(C(=O)Nc3nc(-c4ccc5c(c4)CCN5C(=O)c4ccccc4C)c(C)s3)cc2nc1CC,-11.5,-18.9,-22.8,-5.4,1.1,-14.3,1.6,-2.6
COc1ccc(CC(=O)Nc2nc(-c3ccco3)c(-c3ccco3)s2)cc1,62.0*,-139.8,-64.2,32.2*,-12.9,65.4*,-93.9,73.2*
CC(/C=C/C=C/C=C/C=C/C(O)=C1C(=O)C(CCC(=O)O)N(C)C1=O)=C\C(C)C(O[C@H]1CC(O)[C@H](O)C(C)O1)C(C)C (stereo partly drawn),-121.6,-77.0,i,-103.4,-8.1,-101.0,-49.2,-288.2
Cc1nc(N(C)C)nc2c1COCC21CCN(Cc2ccccc2)C1 (stereo not drawn),1.8,7.3,12.0,11.1,0.2,-0.1,4.5,-2.7
CCN1CCN(c2ncc(C(=O)N3CCN(c4ccccc4F)CC3)c(C)n2)CC1,-11.4,-0.1,-12.1,-18.9,-0.8,-7.8,0.4,-10.2
CCOc1cc(=O)c(C(=O)Nc2ccc(C#N)cc2)nn1-c1ccccc1,-9.3,-59.3,0.4,-9.9,1.8,-2.7,0.2,-21.2
O=C(Cn1cc(S(=O)(=O)N2CCCCC2)ccc1=O)Nc1ccccc1,1.2,3.3,7.9,12.0,5.1,24.6,-2.0,1.6
O=C(c1ccc2ncsc2c1)N1CCCC(c2nc3ccccc3[nH]2)C1 (stereo not drawn),15.0,2.2,-0.2,17.9,-0.2,7.1,1.1,-0.2
Cn1cnc(C(=O)O)c1C(=O)O,-6.0,-0.8,-12.9,-10.8,-4.7,-22.3,-3.4,-87.1
CCCOc1cccc(C(=O)NCC(c2ccco2)N2CCOCC2)c1 (stereo not drawn),-10.9,-0.8,0.5,-3.7,-1.4,-11.3,-1.2,1.6
O=C(c1ccc(N2CCOCC2)nn1)N1CCc2ccccc21,3.9,1.5,-4.9,-1.8,-1.3,-9.4,-3.0,-4.0
O=C(c1ccccn1)N1CCCC2(C1)Nc1cccnc1NC2=NCc1ccccc1 (stereo not drawn),-12.0,0.4,-116.5,-27.3,-1.2,-27.3,0.8,5.5
O=c1c(-c2ccc(O)cc2)coc2c(Cl)c(O)c(Cl)c(O)c12,-5.8,-50.0,-82.8,-0.4,15.5,-6.4,2.1,2.9
Cc1cc(C)c2sc(N(CCCn3ccnc3)C(=O)Cc3ccccc3)nc2c1,35.4*,9.8,92.0*,39.9*,5.1,·,5.0,-38.8
O=C(NCc1noc(C2CCCCC2)n1)c1coc(C2CC2)n1,8.9,0.1,0.2,3.0,0.5,-1.5,1.5,-7.0
COc1ccc(NC(=O)Cn2cnc3c2c(=O)n(C)c(=O)n3C)cc1,-1.0,0.5,2.8,-3.4,-1.5,2.2,-3.7,8.3
CCCN1CCN(C(=O)c2cnc(C)cn2)CC(Cc2ccc(-c3ccccc3)cc2)C1=O (stereo not drawn),-18.9,-9.7,-30.5,-16.9,-1.9,-26.3,-4.0,-15.8
COc1ccc(-c2nc(-c3cccs3)no2)cc1OC,-3.4,1.7,20.5,-0.1,-2.6,-2.7,0.7,-15.4
COC(=O)c1ccc(N2CCN(C(C)=O)CC2)c(NC(=O)COc2ccc([N+](=O)[O-])cc2)c1,1.7,11.9,-5.7,-2.4,42.6*,4.4,4.8,79.7*
Cc1ccc(C(CNC(=O)c2oc3ccc(F)cc3c2C)N2CCOCC2)cc1 (stereo not drawn),-3.9,-20.8,-4.8,-5.4,-1.1,-0.7,2.1,2.5
Cc1cccc(-n2ccc(=O)c(-c3nc(-c4ccc(Cl)c(F)c4)no3)n2)c1,3.2,3.4,39.1*,15.5,-0.1,22.9,1.0,10.7
CCN1CCN(S(=O)(=O)c2c(C)[nH]c(C)c2-c2nnc(C3CCC3)o2)CC1,7.3,0.4,0.0,8.2,0.0,6.3,0.2,6.7
COc1cccc(CN2CCc3nc(C(=O)N4CCCCC4)sc3CC2)c1,-10.1,-21.6,-57.5,-19.2,-6.2,-13.8,-15.5,-12.2
Cc1ccnn1CCC(=O)N1CCc2nc3ccccc3c(=O)n2CC1,6.4,3.9,21.2,14.2,0.3,10.3,2.4,14.0
C[C@H]1CC[C@H]2[C@@H](C=C[C@@H]3COC(=O)[C@@]32C)C1,2.5,0.8,0.0,3.1,2.2,5.5,1.1,1.4
O=C(NC1CCCC1)C1CCCN(S(=O)(=O)N2CCOCC2)C1 (stereo not drawn),-0.1,3.8,0.1,-9.5,1.2,-3.1,-0.3,0.0
C[C@H]1CCC[C@]2(C)C[C@H]3OC(=O)C(CN4CCC5(CC4)OCCO5)[C@H]3[C@@H]3O[C@@]132 (stereo partly drawn),0.6,1.9,2.7,4.5,1.0,7.0,-0.1,-1.6
Cc1ccc(-n2cccc2)c(NS(=O)(=O)c2ccc(-c3ccon3)s2)c1,-39.2,-1.0,-318.3,-49.1,14.3,-21.1,0.2,-42.7
Cc1sc2nc(CN3CCCC3)nc(NCCc3ccc(S(N)(=O)=O)cc3)c2c1C,-118.7,-24.9,i,-164.5,-5.9,-58.8,-37.3,-29.0
CS(=O)(=O)c1ccc(C(=O)OCC(=O)N(c2ccccc2)C2CCCCC2)cc1,12.3,2.8,18.9,14.0,0.0,14.3,2.3,9.7
Cc1nn(CC(=O)NCc2ccc(F)cc2)c(C)c1S(=O)(=O)NC(C)(C)C,-6.0,-1.1,-12.5,-7.1,0.0,-3.6,-0.7,1.0
O=C(Nc1ccc(F)cc1Cl)c1ncoc1-c1cccs1,1.4,2.5,2.1,1.6,5.0,-3.5,0.3,7.7
Cc1csc(C2(NS(=O)(=O)CC3CCCCO3)CCCC2)n1 (stereo not drawn),-7.3,0.2,-6.6,-0.4,0.3,-7.4,-2.9,-1.7
O=C(c1ccccc1)C1CN(c2ccccc2)CC1c1ccc(Cl)cc1 (stereo not drawn),-4.4,4.8,-8.0,-5.7,7.0,-3.6,2.3,4.3
CC(C)(C)OC(=O)N1CCN(C(=O)Cn2c(=O)nc(-c3ccccc3)c3ccccc32)CC1,7.1,0.5,58.8*,6.6,2.0,32.6*,-0.2,-7.6
COc1ccc(-c2c(C)c(C(=O)c3cc(OC)c(OC)c(OC)c3)n3ccc4cc(OC)c(OC)cc4c23)cc1OC,-39.0,-5.1,-196.0,-158.3,-9.6,-8.5,-6.8,-13.9
O=C(NCC1CCCCC1)N1CC[C@@H]2CNS(=O)(=O)[C@@H]2CC1,-3.0,-0.3,-20.1,-2.0,2.1,-0.7,-0.1,-17.6
Cc1nc(NC2CC2)c2c(-c3ccccc3)csc2n1,-18.5,-5.8,-47.8,0.5,-3.2,-17.4,-4.7,-3.6

# 7 entries drawn at random from those above:
SMILES,OTUD3 inh,USP7 inh,USP30 inh,USP28 inh,USP10 inh,USP17 inh,UCHL1 inh,USP8 inh
Cc1ccc(C(CNC(=O)c2oc3ccc(F)cc3c2C)N2CCOCC2)cc1 (stereo not drawn),-3.9,-20.8,-4.8,-5.4,-1.1,-0.7,2.1,2.5
Cn1c(N2CCN(C(=O)c3ccc(F)cc3)CC2)cc(=O)n(C)c1=O,-0.5,-1.6,-3.2,-10.3,-3.6,-1.8,-2.1,-1.3
Cc1cccc(-n2ccc(=O)c(-c3nc(-c4ccc(Cl)c(F)c4)no3)n2)c1,3.2,3.4,39.1*,15.5,-0.1,22.9,1.0,10.7
O=C(Cn1cc(S(=O)(=O)N2CCCCC2)ccc1=O)Nc1ccccc1,1.2,3.3,7.9,12.0,5.1,24.6,-2.0,1.6
CS(=O)(=O)c1ccc(C(=O)OCC(=O)N(c2ccccc2)C2CCCCC2)cc1,12.3,2.8,18.9,14.0,0.0,14.3,2.3,9.7
O=C(Nc1ccc(F)cc1Cl)c1ncoc1-c1cccs1,1.4,2.5,2.1,1.6,5.0,-3.5,0.3,7.7
CCOc1cc(=O)c(C(=O)Nc2ccc(C#N)cc2)nn1-c1ccccc1,-9.3,-59.3,0.4,-9.9,1.8,-2.7,0.2,-21.2

# Later entries:
SMILES,OTUD3 inh,USP7 inh,USP30 inh,USP28 inh,USP10 inh,USP17 inh,UCHL1 inh,USP8 inh
CNC(=O)C1CN(C(=O)c2ccc(F)cc2F)CC12CCCC2 (stereo not drawn),8.8,-5.7,21.1,-2.6,0.1,-6.6,1.3,3.6
CC(=O)NCc1ccc2[nH]c3c(c2c1)CCCC3,-20.3,-4.6,-85.2,-21.9,-2.3,-23.7,-3.3,-7.5
COc1cc(NC(=O)CSc2nc3ncccc3o2)ccc1Cl,-11.0,-4.5,-82.0,1.0,-3.8,47.3*,7.1,85.4*
CCc1ccccc1NS(=O)(=O)c1cccc(-c2noc(C)n2)c1,2.0,6.5,4.5,12.9,4.0,6.9,2.0,18.4
Cc1cc(C2CN(C(=O)c3ccc4[nH]c(C)c(C)c4c3)CCO2)ccn1 (stereo not drawn),-35.6,-6.3,-191.3,-34.5,-5.2,-62.3,-4.1,-11.3
CCc1cc(=O)oc2cc(OC(C)C(=O)NCc3ccccn3)ccc12 (stereo not drawn),-4.3,0.1,-10.1,-6.9,-0.5,-7.6,-1.8,-7.7
O=C(c1ccc(F)cc1)N1CCc2cc(S(=O)(=O)N3CCCC3)ccc21,-9.4,-3.0,-25.2,-2.5,-1.2,·,-2.1,-3.7
O=S(=O)(Nc1ccc2cn[nH]c2c1)c1ccc2c(c1)OCCO2,-5.1,-0.3,-1.2,-3.6,4.4,0.0,1.3,-11.7
O=C(Nc1ccc(Br)cc1)c1cc(=O)[nH]c2ccccc12,5.3,13.3,34.8*,15.1,19.3,6.8,2.3,20.9
O=C(Nc1cc(=O)[nH]c2nc(CCc3ccccc3)nn12)c1ccco1,-11.1,-0.2,-40.2,-20.2,-1.7,-9.3,-4.0,15.2
O=C(COC(=O)c1ccc2c(c1)OCO2)Nc1ccc(N2CCCCC2)cc1,-9.7,-3.5,-8.1,6.5,4.4,32.6*,-3.7,-61.8
Cc1ccc(NC(=O)c2cc3c(s2)-c2ccccc2OC3)c(Cl)c1,17.8,5.4,41.4*,13.9,6.5,26.6,2.0,27.6
O=C(c1cn(-c2ccccc2C(F)(F)F)nn1)c1ccc(Cl)cc1Cl,17.5,-26.2,26.6,17.4,5.9,15.5,7.2,22.2
Cc1cnccc1C(=O)N1CCC(O)(Cn2ccc3ccncc32)CC1,-3.9,6.3,9.9,-7.7,0.0,-1.4,-0.7,-0.9
COc1cccc(C(=O)NCc2ccc(-c3ccc(F)cc3)o2)c1,13.5,9.4,12.3,26.2,3.3,13.4,4.9,4.6
COc1ccc(C(=O)Nc2ccc(Cn3cncn3)cc2)cc1F,7.5,3.7,2.9,34.9*,2.3,3.2,0.9,14.7
O=C(c1cc(-c2cccnc2)nc2ccccc12)N1CCN(Cc2ccc3c(c2)OCO3)CC1,-10.1,-4.5,-14.5,-15.0,-1.9,-16.1,0.9,-12.9

# Screening results as filed in PubChem.
